# Assay outcomes deposited in PubChem by several laboratories.
# MsrA inhibitor = inhibits bovine methionine sulfoxide reductase A | 360,000 tested, 0.75% active | inhibition, % at 15.5 µM | purified bovine MsrA, absorbance read-out; in the data active means inhibition above about 4.5%;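 further: 0% = vehicle wells with enzyme and 100% = reference inhibitor wells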
# MT1-MMP act inh = blocks activation of human MT1-MMP | P50281 | HT1080 RFP-PRO-GFP cells, GFP/RFP ratio fluorescence, overnight; percent of plate control window, DMSO zero | GFP/RFP ratio change, % at 20 µM | 360,000 tested, 0.061% active;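 active means GFP/RFP ratio change of at least 30% with cell ATP level not reduced by more than half and red fluorescence within 50% of control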; further: strong numbers were not always called active
#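 Compound: 20 µM single dose, 1% DMSO / System: HT1080 RFP-PRO-GFP cells / Controls: DMSO and RFP-L50D-GFP cell wells / Read-out basis: GFP/RFP fluorescence ratio / Schedule: overnight compound exposure at 37 °C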
# Neddyl block = inhibitors of human cullin neddylation; 360,000 tested, 0.58% active; calls only at 25 µM; P61081+Q13564; TR-FRET cullin neddylation, biochemical; in the data active means inhibition above about 36%
# Target sequence (P61081 whole entry, looked up): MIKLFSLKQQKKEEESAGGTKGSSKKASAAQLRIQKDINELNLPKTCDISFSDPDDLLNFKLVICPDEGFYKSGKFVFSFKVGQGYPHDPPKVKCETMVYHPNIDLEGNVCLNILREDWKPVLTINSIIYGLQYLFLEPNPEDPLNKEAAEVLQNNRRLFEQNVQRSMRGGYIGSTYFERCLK
# Target sequence (Q13564 whole entry, looked up): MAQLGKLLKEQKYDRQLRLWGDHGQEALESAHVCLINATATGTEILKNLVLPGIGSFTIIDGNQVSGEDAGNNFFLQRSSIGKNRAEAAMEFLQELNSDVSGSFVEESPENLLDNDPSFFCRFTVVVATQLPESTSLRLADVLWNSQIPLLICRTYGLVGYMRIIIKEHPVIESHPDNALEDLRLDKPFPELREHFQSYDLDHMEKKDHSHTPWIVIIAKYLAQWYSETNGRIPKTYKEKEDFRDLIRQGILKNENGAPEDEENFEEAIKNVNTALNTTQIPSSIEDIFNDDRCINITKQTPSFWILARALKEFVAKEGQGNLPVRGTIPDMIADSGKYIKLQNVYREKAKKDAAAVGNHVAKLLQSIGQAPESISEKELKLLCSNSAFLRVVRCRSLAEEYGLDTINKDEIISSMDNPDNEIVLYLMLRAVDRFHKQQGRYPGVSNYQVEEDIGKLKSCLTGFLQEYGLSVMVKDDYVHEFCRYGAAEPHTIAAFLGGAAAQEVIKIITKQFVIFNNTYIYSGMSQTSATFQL
# Rin1 Abl inh = inhibitors of human Rin1-Abl protein interaction. 360,000 tested, 0.4% active. TR-FRET Rin1/Abl binding, biochemical. P00519+Q13671. inhibition, % at 7.35 µM; in the data active means inhibition above about 5%, passing the limit was not always enough
# eLon inh = inhibitors of E. coli Lon protease | AID 602123 | purified E. coli Lon protease, fluorescence polarization | inhibition, % at 7.94 µM | 360,000 tested, 0.42% active | P0A9M0; in the data active means inhibition above about 13%, passing the limit was not always enough;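 further: 0% = enzyme with probe and DMSO and 100% = no enzyme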
# bovine MsrA act = activates bovine MsrA enzyme; purified bovine MsrA, absorbance read-out; activation, % at 10.6 µM; 360,000 tested, 0.3% active; AID 602163; in the data active means activation above about 7.5%;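 further: 0% = vehicle and 100% = reference activator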
# SKN-1 inh = C. elegans SKN-1 inhibition | C. elegans VP596 Pgst-4::GFP/RFP ratio, acrylamide-induced, 24 h | inhibition, % at 21.8 µM | 360,000 tested, 0.49% active | AID 624304;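 active means interference check ratio from 0.5 to 1.5 plus GFP to RFP signal ratio inhibition reaching or exceeding a fixed threshold, cut at about 30% in these data, passing the limit was not always enough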; further: some compounds called inactive have numbers as strong as hits
# NRP1-CendR mod = NRP-1/CendR interaction modulation. O14786. FAM-RPARPAR peptide binding to NRP-1, fluorescence polarization. inhibition, % at 25 µM. 360,000 tested, 0.85% active. AID 602438;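 active means inhibition or corrected inhibition above about 18%, plus a signal ratio from 0.5 to 1.5, limit read from the data, passing the limit was not always enough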; further: strong numbers were not always called active
# FAS-TE inh = inhibitors of human fatty acid synthase thioesterase domain | recombinant FAS-TE, OMFH fluorogenic substrate, fluorescence endpoint | inhibition, % at 15 µM | 360,000 tested, 0.67% active | AID 602261;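 active means compounds whose normalised, plate-corrected inhibition of enzyme fluorescence in the single-dose primary screen is 50% or more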;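 further: 0% = DMSO with enzyme and 100% = substrate without enzyme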
# * hit, by the source's call; i = inactive; · = not tested or not shown; + = active, no number. Outcome played no part in choosing rows (roughly 4.2% active in at least one column).
canonical_smiles,MsrA inhibitor,MT1-MMP act inh,Neddyl block,Rin1 Abl inh,eLon inh,bovine MsrA act,SKN-1 inh,NRP1-CendR mod,FAS-TE inh
Cn1c(SCC(=O)Nc2ccccc2F)nnc1C1CCCCC1,-0.1,-2,i,2,-4,-5,-9,10,-4
NC(=O)C[n+]1ccc(/C=N/O)cc1,0.3,-3,i,-4,-5,-5,-2,-3,-1
COC(=O)c1ccc(CSc2nc3c(c(=O)n2-c2ccc(F)cc2)SCC3)o1,2.1,8,i,0,-9,-1,2,9,24
N=c1sccn1CC(=O)NCCc1ccc(Cl)cc1Cl,1.3,-2,i,4,5,0,5,-12,-27
CC(C)(C)n1nnnc1C(c1ccccc1OC(F)(F)F)N1CCN(C/C=C/c2ccccc2)CC1 (stereo not drawn),0.9,-9,i,-5,8,0,13,-2,22
Clc1ccccc1CSc1cnnc2ccccc12,1.2,-1,i,-3,-1,-4,6,10,15
Cc1cccc(-n2ncc(Cl)c(Cl)c2=O)c1,0.3,-6,i,-4,-4,-2,16,-4,4
O=C(CCNS(=O)(=O)c1ccccc1)OCC(=O)c1ccc(Br)cc1,-0.2,0,i,2,-14,0,-9,-4,2
COc1ccccc1OCCSc1nc2ccccc2n1CC(O)CO (stereo not drawn),1.3,4,i,-1,-6,-1,9,3,-4
O=C(Cc1ccc(S(=O)(=O)N2CCOCC2)s1)Nc1ccc(S(=O)(=O)N2CCCCC2)cc1,·,-3,i,6,-7,-2,24,-7,48
COc1ccccc1NC(=O)N1CCCC1C(=O)Nc1ccc2c(c1)OCCO2 (stereo not drawn),0.5,0,i,3,2,-2,2,3,-1
C/C(=N\NC(=O)c1cccc(S(=O)(=O)Nc2cccc(Cl)c2)c1)c1cccs1,3.1,-1,+,-2,-7,-3,-2,-8,10
CN1CCN(S(=O)(=O)c2ccc3ccccc3c2)CC1,0.5,3,i,-3,-2,-1,15,8,-4
O=C(NCCCN1CCOCC1)c1cc(-c2ccc(F)cc2)nc2ccccc12,1.0,-2,i,-2,1,-2,5,1,-5
CCOC(=O)c1ccc(NC(=S)NN2CCOCC2)cc1,0.5,-1,i,-1,0,0,3,4,-13
CC(C(=O)Nc1ccc2c(c1)OCO2)N1CCC(N2CCCCC2)CC1 (stereo not drawn),-0.8,2,i,5,-11,-4,1,2,-9
COc1ccccc1CNC(=O)C1(C)CCN1Cc1ccc(OC(F)(F)F)cc1 (stereo not drawn),-1.5,-1,i,2,-3,1,7,-5,24
Cc1cc2c(cc1S(=O)(=O)Nc1cccc(F)c1C)NC(=O)CO2,-0.8,1,i,3,-13,-3,8,-1,0
COc1cc(C2NC(=O)NC(c3ccccc3)=C2C(C)=O)cc([N+](=O)[O-])c1O (stereo not drawn),-1.0,-3,i,1,-3,0,-4,6,-2
CC(=O)Oc1cccc(/C=N\NC(=O)C(=O)N/N=C/c2cccc(OC(C)=O)c2)c1,-0.1,·,i,4,3,-13,-14,9,-1

# Single entries from the list:
# NC(=O)C[n+]1ccc(/C=N/O)cc1 in NRP1-CendR mod reads -3
# CN1CCN(S(=O)(=O)c2ccc3ccccc3c2)CC1 in eLon inh reads -2

# Next section
canonical_smiles,MsrA inhibitor,MT1-MMP act inh,Neddyl block,Rin1 Abl inh,eLon inh,bovine MsrA act,SKN-1 inh,NRP1-CendR mod,FAS-TE inh
COc1ccc(/C(C)=N/NC(=O)CNC(=O)C(c2ccccc2)c2ccccc2)c(OC)c1,-0.3,0,i,3,2,-2,8,-3,4
Cc1ccc(S(=O)(=O)Nc2nc3ccccc3nc2Nc2cccc(S(=O)(=O)N3CCCC3)c2)cc1,-0.4,-38,·,-1,1,-7,0,3,14
Fc1ccccc1COc1cccc(/C=N/n2cnnc2)c1,0.2,4,i,-5,1,-4,24,-15,-32
CCOC(=O)c1c(C)[nH]c(C)c1C(=O)COc1ccc(NC(=O)c2ccco2)cc1,-0.2,7,i,1,1,1,27,-5,-1
Cc1cc(NC(=O)CSc2n[nH]c(-c3ccccc3Br)n2)no1,1.4,-1,i,3,4,-7,-11,9,-10
O=C(Nc1ccc(OC(F)F)cc1)c1cc(S(=O)(=O)N2CCCCC2)ccc1N1CCOCC1,-0.7,2,i,-1,12,-1,-4,7,26
Cn1c(=O)c2c(nc(Cl)n2CC(=O)NC2(C#N)CCCCC2)n(C)c1=O,-0.4,1,i,3,3,5,-6,-4,-4
Cc1noc(C)c1COc1cccc(C(=O)OC(C)C(=O)Nc2c(C)n(C)n(-c3ccccc3)c2=O)c1 (stereo not drawn),0.1,3,i,2,-2,-2,-9,3,-5
CN(C(=O)COC(=O)c1ccccc1OCc1ccc(F)cc1)C1CCS(=O)(=O)C1 (stereo not drawn),0.5,-4,i,3,-6,-2,-10,10,-6
c1ccc2c(-c3csc(-c4ccncc4)n3)c[nH]c2c1,0.6,-7,i,-4,7,-2,20,0,8
COc1cccc(/C=C/C(=O)c2ccc(NS(=O)(=O)c3ccc(C)cc3)cc2)c1,3.8,-4,i,0,-2,-8,-6,-8,17
COc1cc(C(=O)NNC(=S)Nc2ccc(S(N)(=O)=O)cc2)cc(OC)c1OC,1.5,3,i,0,7,-1,4,2,-4
Cc1cccc(NC(=S)NCCc2ccc(S(N)(=O)=O)cc2)c1C,-1.5,-1,i,-1,-1,-3,6,0,-5
Cc1cccc(Nc2nc(N)nc(CN3CCN(C)CC3)n2)c1,-0.5,4,i,-2,-4,-5,1,4,-4
Cc1ccc(O)c(CNn2cnnc2)c1,-0.2,1,i,-1,-6,-1,-7,-6,-5
Cc1onc(-c2ccccc2Cl)c1C(=O)Nc1ccccc1O,0.0,3,i,-1,14,-6,-18,-3,-2
CC(=O)c1c(C)nn(C(C)CC(=O)O)c1C (stereo not drawn),-0.4,9,i,-4,-1,-3,-2,-13,0
COc1ccc(OCCNC(=O)/C=C/c2ccc([N+](=O)[O-])cc2)cc1,0.6,4,i,-1,-2,-5,7,-11,14
NC(=O)C[C@@H]1NC(=O)CNC(=O)c2cc([N+](=O)[O-])cc(I)c2NCCC(C(N)=O)NC1=O (stereo partly drawn),0.8,-1,i,0,-6,-3,-26,1,-10
CCOCCCNc1ncnc2c1[nH]c1ccccc12,0.0,0,i,0,-2,1,1,2,-6
Cc1cc(O)c(/C=N/c2ccccn2)c(=O)o1,0.3,-38,i,-2,-10,2,11,-15,-4
COC(=O)c1ccccc1NC(=O)c1cc2nc(C3CC3)cc(C(F)(F)F)n2n1,0.5,1,·,2,-6,0,-8,-1,16
Cc1c(CN2CCC(n3nccc3NC(=O)C3CCOC3)CC2)[nH]c2ccccc12 (stereo not drawn),-0.3,-1,i,4,-10,-5,-11,-6,-3
CCOc1ccc(S(=O)(=O)N2CCN(C(=O)C3CC3C)CC2)cc1 (stereo not drawn),-0.7,1,i,2,3,0,2,-11,5
CSC1=NCCCN1C(=O)c1c(-c2ccccc2Cl)noc1C,-0.3,-1,i,1,1,-9,-21,6,0
Cc1cc2nncn2c(Cc2ccccc2)n1,2.0,1,i,0,-1,-3,4,6,-6
Cc1cc(Br)ccc1NC(=S)NC1CCCC1,0.3,-1,i,-2,3,-2,-1,12,3
Cn1cc(CN2C[C@H]3CC[C@H]2C3)c(-c2ccccc2F)n1,0.7,-1,i,0,-9,0,-1,-8,3
Cc1ccc(C)c(NC(=O)CN(C)C(=O)c2cc(-c3cccs3)nn2-c2ccccc2)c1,-1.1,-2,i,-4,2,-3,2,13,10
CC1CCCN(S(=O)(=O)c2ccccc2[N+](=O)[O-])C1 (stereo not drawn),-0.3,7,i,3,4,-11,4,11,4
CCN(CC)c1ncn(Cc2c(Cl)cccc2Cl)c2ncnc1-2,0.0,-2,i,-1,-2,-9,1,3,-5
CCOc1ccc(CCNC(=O)c2ccc(Cl)c(S(=O)(=O)N3CCOCC3)c2)cc1OCC,1.2,1,i,1,-6,-1,16,-6,1
c1ccc(-c2csc(Nc3cccnc3)n2)nc1,0.1,0,i,-3,-1,-2,15,1,-8
O=C(O)COc1ccccc1C=NNc1ccc([N+](=O)[O-])cc1S(=O)(=O)Nc1ccc(Cl)cc1,1.9,1,i,2,-9,7,12,-57,50*
CCc1nnc(NC(=O)c2cc([N+](=O)[O-])ccc2N2CCOCC2)s1,1.0,5,i,1,-1,-4,-3,3,13
CCOC(=O)C1(CC2CCCCO2)CCN(S(=O)(=O)c2ccc(C)s2)CC1 (stereo not drawn),0.0,-1,i,3,-3,-4,7,13,-2
Nc1ccc(-c2nc3cc(N)ccc3o2)cc1,4.1,1,·,-3,-2,-8,19,-1,-5
COc1ccc(CC2=C(O)c3ccccc3C(=O)C2=O)cc1,-0.2,6,i,-1,6,-3,19,4,-1
CCOc1ccc(-n2c(=O)c3sccc3n(CC(=O)NC3CCCCC3)c2=O)cc1,1.6,3,i,-1,6,-3,9,-1,-3
C[C@@H](NC(=O)[C@@H]1Cc2ccccc2CN1)C(=O)NCC1CCCO1 (stereo partly drawn),-1.0,·,i,1,1,-12,-10,10,-5
CSc1ccc(/C=c2\s/c(=C\C(=O)C(C)(C)C)n(CC(=O)NCCC3=CCCCC3)c2=O)cc1,0.1,-25,i,1,-8,-5,4,-17,20
CCOc1ccc(C2NC(=O)C(C#N)=C(S)N2c2ccc(OC)cc2)cc1OC (stereo not drawn),1.9,4,i,0,6,-4,3,-16,-3

# Structures shown so far that contain fluorine:
canonical_smiles,MsrA inhibitor,MT1-MMP act inh,Neddyl block,Rin1 Abl inh,eLon inh,bovine MsrA act,SKN-1 inh,NRP1-CendR mod,FAS-TE inh
Cn1c(SCC(=O)Nc2ccccc2F)nnc1C1CCCCC1,-0.1,-2,i,2,-4,-5,-9,10,-4
COC(=O)c1ccc(CSc2nc3c(c(=O)n2-c2ccc(F)cc2)SCC3)o1,2.1,8,i,0,-9,-1,2,9,24
CC(C)(C)n1nnnc1C(c1ccccc1OC(F)(F)F)N1CCN(C/C=C/c2ccccc2)CC1 (stereo not drawn),0.9,-9,i,-5,8,0,13,-2,22
O=C(NCCCN1CCOCC1)c1cc(-c2ccc(F)cc2)nc2ccccc12,1.0,-2,i,-2,1,-2,5,1,-5
COc1ccccc1CNC(=O)C1(C)CCN1Cc1ccc(OC(F)(F)F)cc1 (stereo not drawn),-1.5,-1,i,2,-3,1,7,-5,24
Cc1cc2c(cc1S(=O)(=O)Nc1cccc(F)c1C)NC(=O)CO2,-0.8,1,i,3,-13,-3,8,-1,0
Fc1ccccc1COc1cccc(/C=N/n2cnnc2)c1,0.2,4,i,-5,1,-4,24,-15,-32
O=C(Nc1ccc(OC(F)F)cc1)c1cc(S(=O)(=O)N2CCCCC2)ccc1N1CCOCC1,-0.7,2,i,-1,12,-1,-4,7,26
CN(C(=O)COC(=O)c1ccccc1OCc1ccc(F)cc1)C1CCS(=O)(=O)C1 (stereo not drawn),0.5,-4,i,3,-6,-2,-10,10,-6
COC(=O)c1ccccc1NC(=O)c1cc2nc(C3CC3)cc(C(F)(F)F)n2n1,0.5,1,·,2,-6,0,-8,-1,16
Cn1cc(CN2C[C@H]3CC[C@H]2C3)c(-c2ccccc2F)n1,0.7,-1,i,0,-9,0,-1,-8,3
